# Screening data as filed in PubChem.
# Cardio protect: modulators protecting cardiomyocytes from myocardial damage; actives 0.63% (n = 360,000); H9c2 cardiomyocytes, H2O2 injury protection, ATPLite, 2 h; AID 588492; protection from H2O2 cell death, % at 20 µM;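 active means compounds giving at least 50% protection of heart cells from peroxide-induced death in the single-dose screen, raw or plate-pattern-corrected value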;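 further: 0% = DMSO wells with peroxide and 100% = DMSO wells without peroxide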
# MC4R ag barr: human MC4R agonism via beta-arrestin. P32245. U2OS MC4R beta-arrestin complementation, luminescence; percent of melanotan II response, DMSO zero. activation, % at 8.9 µM. actives 0.98% (n = 360,000);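 active means activation above a per-plate cutoff, the mean activation of sample wells on that plate plus 3 SD, cut at about 8% in these data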
# Target sequence (P32245 whole entry, looked up): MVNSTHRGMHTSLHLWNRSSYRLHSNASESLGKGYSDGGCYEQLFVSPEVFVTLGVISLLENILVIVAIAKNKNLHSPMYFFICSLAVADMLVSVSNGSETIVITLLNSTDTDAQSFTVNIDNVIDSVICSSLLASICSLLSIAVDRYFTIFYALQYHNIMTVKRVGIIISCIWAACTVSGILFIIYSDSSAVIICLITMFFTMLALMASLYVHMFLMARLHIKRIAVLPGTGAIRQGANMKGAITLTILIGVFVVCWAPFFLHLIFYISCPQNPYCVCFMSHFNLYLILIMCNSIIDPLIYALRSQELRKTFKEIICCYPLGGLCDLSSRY
# aDG glyco up: increases alpha dystroglycan glycosylation | actives 0.22% (n = 360,000) | Pro5-aDG cells, alpha-DG glycosylation AlphaScreen (IIH6); 0% Pro5, 100% B10-LARGE cell signal | activation, % at 10 µM | AID 624168;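 active means activation of at least 8% versus controls, or a plate z-score of at least 8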;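 further: Pro5 are CHO cells carrying HIG-tagged alpha-DG that lacks glycosylation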
# m5-HT2A agonist: activates the mouse 5-HT2A serotonin receptor. CHO-K1 mHTR2A beta-arrestin complementation, luminescence; percent of 30 µM serotonin response. activation, % at 7.6 µM. actives 0.66% (n = 360,000). AID 624169;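 active means activation above a run cutoff, the mean activation of all tested compounds plus 3 SD, cut at about 14% in these data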;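 further: 0% = plate median of compound wells and 100% = 30 µM serotonin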
# Target sequence (P35363 whole entry, looked up): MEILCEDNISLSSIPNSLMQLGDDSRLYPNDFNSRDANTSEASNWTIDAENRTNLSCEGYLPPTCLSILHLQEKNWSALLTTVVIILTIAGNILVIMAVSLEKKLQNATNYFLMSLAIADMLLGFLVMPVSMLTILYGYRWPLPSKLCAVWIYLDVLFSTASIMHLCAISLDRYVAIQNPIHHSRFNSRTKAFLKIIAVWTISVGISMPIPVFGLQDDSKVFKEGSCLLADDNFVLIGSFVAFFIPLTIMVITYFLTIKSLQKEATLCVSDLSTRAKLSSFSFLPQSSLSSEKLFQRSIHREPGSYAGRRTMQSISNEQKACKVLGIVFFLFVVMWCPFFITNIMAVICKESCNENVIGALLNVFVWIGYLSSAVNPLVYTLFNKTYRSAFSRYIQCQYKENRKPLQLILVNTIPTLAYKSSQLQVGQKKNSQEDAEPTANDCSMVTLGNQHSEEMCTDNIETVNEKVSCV
# MC4R antag cAMP: blocks human MC4R cAMP signaling; MC4R-expressing cells, MTII-stimulated cAMP, LANCE TR-FRET; inhibition, % at 6.5 µM; actives 0.48% (n = 360,000); AID 540295;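 active means inhibition above its plate's cutoff, the mean of tested wells on that plate plus 3 SD, cut at about 29% in these data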;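 further: 0% = Melanotan II alone and 100% = Melanotan II plus saturating MCL0020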
#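 material = U2OS cells stably expressing human melanocortin 4 receptor (MC4R) | also added = Melanotan II challenge | dosing = single nominal compound dose of 6.5 µM | detection = TR-FRET with Eu-cAMP and labeled anti-cAMP, 671 nm | replication = singlicate | timing = compound 30 min, challenge 1 h, detection 1 h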
# ABHD5 PLIN5 PPI: inhibitors of human ABHD5-perilipin-5 interaction; Split G. princeps luciferase complementation, luminescence, 4 h; inhibition, % at 4 µM; actives 0.78% (n = 360,000);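 active means inhibition above the mean inhibition across every tested compound plus 3 SD, cut at about 22% in these data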;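 further: 0% = DMSO only wells and the 100% control is not disclosed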
# Exocytosis inh: lytic granule exocytosis inhibition. inhibition, % at 10 µM. AID 651702. actives 0.66% (n = 360,000). TALL-104 LAMP-1 surface exposure, flow cytometry; cells stimulated with thapsigargin and PMA;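 active means inhibition above about 55%, limit read from the data; inconclusive means no clear call, values can overlap the other calls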
# N-glyco inh: N-linked glycosylation inhibition. D54 ERlucT glycosylation luciferase reporter, 24 h; percent of 100 nM tunicamycin response. reporter increase, % at 12.5 µM. actives 0.23% (n = 360,000);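 active means mean luciferase reporter signal, scaled so untreated is 0 and the glycosylation-blocking control 100, at or above a set limit in every replicate; inconclusive means mean reaches the limit but not every replicate does; inactive means mean below the limit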;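 further: luciferase carries N-glycosylation sites so blocking glycosylation raises the light; 0% = median of neutral control wells and 100% = median of 100 nM tunicamycin wells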
# hiPSC survival: increases survival of single human iPS cells; hiPSC single-cell survival, ATPlite luminescence; 100% = ROCK inhibitor wells, 0% = DMSO; survival enhancement, % at 20 µM; actives 0.044% (n = 360,000); in the data active means survival enhancement above about 18%;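 further: cells exposed to compounds for 16 hours before the ATP read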
# ABCB6 inh 2: inhibitors of human ABC transporter ABCB6 | Q9NP58 | actives 0.19% (n = 360,000) | K562-ABCB6 porphyrin accumulation, flow cytometry, 1 h; active compounds read low | fluorescence ratio to DMSO, % at 10 µM;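 active means fluorescence ratio to DMSO below 75%, the collection mean minus 3 SD; inconclusive means too few cells collected in the well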;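 further: signal is porphyrin accumulated inside mitochondria; 100% equals median channel fluorescence of DMSO control wells; lower ratio means ABCB6 inhibition with less porphyrin fluorescence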
# An asterisk follows results filed as active; ? = inconclusive; . = no result given.
SMILES,Cardio protect,MC4R ag barr,aDG glyco up,m5-HT2A agonist,MC4R antag cAMP,ABHD5 PLIN5 PPI,Exocytosis inh,N-glyco inh,hiPSC survival,ABCB6 inh 2
O=c1c2ccccc2nnn1-c1ccccc1[N+](=O)[O-],4.5,-2.7,0.0,-5.7,0.4,-4.0,8.2,3.1,-3.5,94.0
O=C1CCC(c2ccccc2)N1C(=O)c1cccnc1 (stereo not drawn),2.3,-2.2,-0.1,-1.9,1.3,-6.6,-0.5,0.2,-0.6,98.0
Clc1ccc(-c2nc(Cc3ccccc3Cl)no2)cc1,-24.2,1.5,0.0,-2.6,7.8,-3.9,-0.8,-2.6,-0.1,92.0
CCN1CCN(C(=S)NC(=O)c2cccc(Br)c2)CC1,0.1,-3.9,0.2,-3.8,3.9,-9.9,-2.1,1.3,-0.1,103.0
Nn1cc(-c2ccccc2)nc1SCC(=O)N1CCN(S(=O)(=O)c2ccc3ccccc3c2)CC1,1.5,1.6,1.2,-2.8,1.5,-4.8,15.2,1.6,-4.4,106.0
NC(=O)CN1C(=O)C2C3CCC(C3)C2C1=O (stereo not drawn),4.0,-0.8,0.0,0.5,7.0,2.2,0.2,-0.1,0.3,97.0
COc1ccc2nc(SCC(=O)Nc3cc(C)on3)c(C#N)cc2c1,-1.2,-1.4,0.0,1.4,12.7,-2.4,-6.8,0.3,0.3,100.0
C[C@@]12CCC3[C@@](CCC4[C@@]3(C)CCC[C@@]4(C)C(=O)NC3CCCCC3)(CC1=O)C2 (stereo partly drawn),9.2,-1.1,0.2,4.2,-2.6,2.0,8.1,-3.6,0.4,90.0
CCOc1cccc(OCCOc2ccccc2[N+](=O)[O-])c1,-21.4,-1.0,0.5,-3.2,-1.5,-3.4,-4.6,-1.7,2.8,101.0
CC(NC(=O)CSc1nnc(-c2cc3cc(Cl)ccc3o2)n1C)c1ccccc1 (stereo not drawn),-6.3,2.1,0.3,-4.0,3.5,7.9,-2.5,3.4,0.4,96.0
O=C(CSc1nc(=O)n2ccccc2n1)OCc1ccccc1,8.7,-0.6,0.8,1.2,7.2,-7.8,-2.0,0.2,-0.2,99.0
COc1ccc([C@H]2C[C@@H](O)C[C@@H](CCn3cc(-c4ccccc4)nn3)O2)cc1,.,.,0.2,6.5,.,-1.8,1.0,.,-0.1,121.0
CCC(Sc1nc2c(cnn2-c2ccc(Cl)cc2)c(=O)[nH]1)C(=O)OC (stereo not drawn),-7.1,-0.9,0.6,1.4,8.2,-3.5,-1.2,8.7,-0.2,?
CCCCn1c(SCC(=O)Nc2cc(C(F)(F)F)ccc2Cl)nnc1C(CC)N(C)C (stereo not drawn),6.8,3.8,0.0,-1.0,4.9,3.7,0.3,-3.5,0.6,93.0
CC(C(=O)N1CCc2ccccc21)N1CCN(c2cccc(C(F)(F)F)c2)CC1 (stereo not drawn),-9.8,0.5,0.2,-5.1,3.3,-2.9,61.3*,2.3,-0.1,95.0
COCCn1c(=O)[nH]c2cc(C(=O)NC(C)C)ccc2c1=O,1.5,1.3,0.4,0.9,-5.0,-4.1,-1.9,1.3,1.5,103.0
CN(Cc1ccccc1)C(=O)[C@@H]1CCCN1C(=O)[C@@H]1CCCN1C(=O)c1ccc(Cl)cc1,.,.,-0.3,-1.7,.,-9.5,0.4,.,-0.1,97.0
CC(CNc1ccc([N+](=O)[O-])cc1)NC(=O)c1ccccc1Br (stereo not drawn),-1.2,1.0,0.6,-7.5,-1.0,8.6,2.9,-0.1,-0.5,100.0
Cc1cc(NC(=O)C2CC(c3ccc(Cl)cc3)=NO2)no1 (stereo not drawn),-1.0,-1.6,-0.1,2.0,12.8,4.7,1.1,0.3,-1.0,93.0
O=C(Nc1nnc(Cc2ccc(Cl)cc2)s1)c1cccnc1,10.6,3.5,0.0,1.5,33.8*,10.0,-5.7,1.8,4.9,98.0
COC(=O)C1=C(C)N(c2cccc(C)c2)C(=O)/C1=C\c1cccs1,-1.3,1.1,-0.3,2.2,1.6,1.3,-0.5,1.0,-1.9,99.0
O=C(Nc1cnn(Cc2ccc(F)cc2)c1)c1cc2nc(-c3ccco3)cc(C(F)(F)F)n2n1,-6.0,9.2*,0.1,-0.2,4.2,-5.2,5.7,3.7,10.6,96.0
Cn1cccc1C(=O)OCC(=O)N1c2ccccc2NC(=O)C1(C)C,1.3,-1.6,-0.3,5.3,6.8,-1.4,2.3,-0.2,-0.4,99.0
O=C(NCc1ccco1)Nc1cccs1,3.8,1.1,-0.1,3.9,-3.5,-5.7,-5.9,-2.2,-1.4,107.0
Cc1cccc(C)c1NC(=O)COc1cccc(/C=N/NC(=O)C(=O)NCc2ccccc2)c1,4.3,-0.2,2.6,-1.8,-1.7,-0.7,25.5,-2.0,-2.4,101.0
CCc1cccc(NC(=O)C2CCN(S(=O)(=O)c3ccc4c(c3)NC(=O)CO4)CC2)c1,4.3,1.0,-0.1,-0.3,-0.8,-0.8,3.1,-1.3,-0.4,94.0
CCOC(=O)c1c(C)cc2c(CO)n[nH]c(=O)c2c1C,-2.8,5.3,0.0,-1.2,6.3,-4.4,4.4,-3.1,-0.9,104.0
O=C(NC1CCCC1)C(c1ccsc1)N(Cc1ccccc1)C(=O)Cc1cccs1 (stereo not drawn),4.1,1.7,0.0,-6.4,12.8,-3.7,2.7,-4.5,-0.1,93.0
Cc1cc(NCc2ccccn2)n2ncc(-c3ccccc3)c2n1,-7.4,-1.3,1.0,-6.5,11.8,9.6,11.5,-6.0,-0.9,96.0
CCS(=O)(=O)c1ccc2oc(SCC(=O)NCCc3ccc(OC)cc3)nc2c1,1.7,-2.1,-0.2,-2.5,5.1,-7.6,-1.7,1.7,13.7,93.0
Cc1ccc(S(=O)(=O)N[C@H](C(=O)N2CCC(C(=O)N[C@@H](CCC(N)=O)C(=O)O)CC2)C(C)C)cc1,6.0,-2.3,-0.3,-0.8,-1.9,-1.8,1.1,-2.3,-1.7,99.0
COc1cc(SC)ccc1C(=O)N(C)CC(=O)Nc1cccc2ccccc12,0.0,0.9,0.0,-3.1,0.6,-4.5,-1.9,0.3,-0.7,101.0
Cc1ccc(OC(=O)C2c3ccccc3Oc3ccccc32)cc1C,-0.9,1.1,-0.1,0.6,4.8,-7.6,-0.1,-9.4,-1.1,99.0
O=C(c1ccc(S(=O)(=O)N2CCOCC2)cc1)N1CCN(c2ccccn2)CC1,2.0,-2.8,-0.2,5.3,4.6,1.3,-1.9,2.0,-0.4,88.0
CCCCNC(=O)C1(C)CCCCN1Cc1ccccc1-c1ccccc1 (stereo not drawn),-19.7,-0.1,0.4,-4.7,12.4,-6.4,4.0,-5.2,2.6,104.0
Cc1ccc(-c2csc(N3CCN(c4ccc5nc(-c6ccncc6)n(CCN6CCCCC6)c5c4)CC3)n2)cc1,1.3,-1.0,0.5,-5.0,-0.5,-2.9,4.6,-1.5,0.0,109.0
O=C(CN1CCc2ccccc21)NCc1ccc2c(c1)OCO2,-3.1,-0.7,-0.1,-0.6,2.2,-5.6,-2.6,-1.9,-4.1,97.0
NC(=S)N/N=C\c1ccc(-c2cccc(Cl)c2Cl)o1,-6.1,0.4,1.8,10.7,5.6,-19.0,3.2,1.6,-1.0,100.0
COc1ccc(S(=O)(=O)NCc2ccccn2)cc1NC(=O)c1ccccc1F,1.9,-1.8,0.0,-10.7,-16.9,-4.3,-7.1,23.1,1.7,93.0
Cc1ccc2c(c1)NC(=O)C(CC(=O)NCCCN1CCc3ccccc3C1)O2 (stereo not drawn),8.8,-1.4,0.1,-4.1,5.7,-4.6,0.9,0.0,-0.9,94.0
CC(C)NC(=S)N1CCN(C/C=C/c2ccccc2)CC1,-8.7,1.3,0.1,-2.8,4.8,-10.6,0.1,-1.2,3.8,96.0
c1ccc(COc2ccc(CNCc3cccs3)cc2)cc1,-9.2,1.8,0.2,-8.1,-6.3,3.7,8.3,-4.1,-2.0,94.0
COc1ccc(NC(=O)C(c2ccccc2)n2c(=O)c(-c3ccco3)nc3ccccc32)cc1 (stereo not drawn),.,.,-0.2,-4.8,.,23.3*,1.0,.,.,.
O=C(Nc1ncc(Cc2ccc(SC(F)F)cc2)s1)c1ccccc1,-7.9,0.2,-0.4,-3.6,-18.6,-7.6,0.8,9.0,-0.5,99.0
Cc1ccc(N/N=C(\C#N)C(=N)N2CCCCCC2)cc1,-23.3,-3.1,0.1,-4.0,-7.0,4.1,1.3,-12.4,-2.3,102.0
O=C(O)/C=C/c1ccc([N+](=O)[O-])o1,-6.2,-0.9,-0.1,-1.6,3.7,2.3,5.4,-2.7,-0.5,98.0
CON(C)C(=O)CCN(Cc1ccccc1)C(=O)OC(C)(C)C,2.4,0.2,0.4,4.5,0.3,0.0,-1.9,0.9,2.6,98.0
Cc1csc2ncc(C(=O)N3CCCc4ccccc43)c(=O)n12,8.0,1.3,-0.1,0.9,8.2,-6.3,-0.6,-1.4,-0.8,104.0
CCOC(=O)c1c(-c2ccc(OC)cc2)oc2ccc(OCC(N)=O)cc12,10.8,1.2,0.1,-1.6,16.4,11.2,30.6,-0.2,-0.6,94.0
Cc1ccccc1NC(=O)CC1SC(=Nc2ccc(O)cc2)NC1=O (stereo not drawn),3.7,0.2,0.0,-1.3,9.5,-1.0,-0.6,-1.8,-0.6,98.0

# Some of these compounds in order of length of the SMILES, highest first.
SMILES,Cardio protect,MC4R ag barr,aDG glyco up,m5-HT2A agonist,MC4R antag cAMP,ABHD5 PLIN5 PPI,Exocytosis inh,N-glyco inh,hiPSC survival,ABCB6 inh 2
COc1ccc(NC(=O)C(c2ccccc2)n2c(=O)c(-c3ccco3)nc3ccccc32)cc1 (stereo not drawn),.,.,-0.2,-4.8,.,23.3*,1.0,.,.,.
CCOC(=O)c1c(-c2ccc(OC)cc2)oc2ccc(OCC(N)=O)cc12,10.8,1.2,0.1,-1.6,16.4,11.2,30.6,-0.2,-0.6,94.0
Cc1ccccc1NC(=O)CC1SC(=Nc2ccc(O)cc2)NC1=O (stereo not drawn),3.7,0.2,0.0,-1.3,9.5,-1.0,-0.6,-1.8,-0.6,98.0
CON(C)C(=O)CCN(Cc1ccccc1)C(=O)OC(C)(C)C,2.4,0.2,0.4,4.5,0.3,0.0,-1.9,0.9,2.6,98.0
Cc1ccc(N/N=C(\C#N)C(=N)N2CCCCCC2)cc1,-23.3,-3.1,0.1,-4.0,-7.0,4.1,1.3,-12.4,-2.3,102.0
CC(C)NC(=S)N1CCN(C/C=C/c2ccccc2)CC1,-8.7,1.3,0.1,-2.8,4.8,-10.6,0.1,-1.2,3.8,96.0
c1ccc(COc2ccc(CNCc3cccs3)cc2)cc1,-9.2,1.8,0.2,-8.1,-6.3,3.7,8.3,-4.1,-2.0,94.0
